MsrA act: activators of bovine methionine sulfoxide reductase A | AID 602163 | purified bovine MsrA, absorbance read-out | 360,000 tested, 0.3% active | activation, % at 10.6 µM; in the data active = activation above about 7.5%;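 note: 0% = vehicle and 100% = reference activator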
MsrA inh: bovine MsrA inhibition; 360,000 tested, 0.75% active; inhibition, % at 15.5 µM; purified bovine MsrA, absorbance read-out; in the data active = inhibition above about 4.5%;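 note: 0% = vehicle wells with enzyme and 100% = reference inhibitor wells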
CSN deneddyl inh: inhibitors of human CSN-mediated cullin deneddylation. 360,000 tested, 0.38% active. Purified CSN, SCF-Nedd8-OG deneddylation, fluorescence polarization. Q92905. inhibition, % at 12.5 µM. AID 651999;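 active = pattern-corrected inhibition above about 35%, with an unprinted fluorescence ratio check between 0.5 and 1.5, limit read from the data, passing the limit was not always enough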;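 note: 0% = enzyme with substrate and 100% = substrate without enzyme; some results filed as inactive read as strong as hits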
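Assay system: purified human Csn5 enzyme expressed in HEK293T cells; measure: % inhibition; also added: SCFSkp2-Nedd8OG substrate at 10 nM final; technique: fluorescence polarization; times: reaction 90 min, room temperature; medium: Tris buffer pH 7.5, NaCl, DTT, Tween-20, trehalose, ovalbumin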
MLLE-PAM2 inh: blocks PAM2 peptide binding to the PABP1 MLLE domain | P11940 | GST-MLLE / FITC-PAM2 fluorescence polarization | inhibition, % at 20 µM | 360,000 tested, 0.36% active; in the data active = inhibition above about 35%, passing the limit was not always enough;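 note: plate controls were DMSO wells with GST-MLLE for no effect and wells lacking GST-MLLE protein for full effect; some results filed as inactive read as strong as hits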
E coli Lon inh: inhibitors of E. coli Lon protease; P0A9M0; 360,000 tested, 0.42% active; AID 602123; purified E. coli Lon protease, fluorescence polarization; inhibition, % at 7.94 µM; in the data active = inhibition above about 13%, passing the limit was not always enough;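 note: 0% = enzyme with probe and DMSO and 100% = no enzyme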
FAS TE block: blocks the thioesterase domain of human fatty acid synthase. recombinant FAS-TE, OMFH fluorogenic substrate, fluorescence endpoint. 360,000 tested, 0.67% active. inhibition, % at 15 µM. P49327;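 active = compounds whose normalised, plate-corrected inhibition of enzyme fluorescence in the single-dose primary screen is 50% or more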;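 note: 0% = DMSO with enzyme and 100% = substrate without enzyme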
MT1-MMP act inh: inhibitors of human MT1-MMP activation. P50281. HT1080 RFP-PRO-GFP cells, GFP/RFP ratio fluorescence, overnight; percent of plate control window, DMSO zero. GFP/RFP ratio change, % at 20 µM. 360,000 tested, 0.061% active. AID 651647;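 active = GFP/RFP ratio change of at least 30% with cell ATP level not reduced by more than half and red fluorescence within 50% of control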; note: strong numbers were not always called active
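Assay system: HT1080 RFP-PRO-GFP cells. Benchmarks: DMSO vehicle wells and RFP-L50D-GFP reporter cell wells. Times: overnight cell settling, then overnight compound exposure, 37 °C, 5% CO2. Compound: 20 µM single dose, 1% DMSO. Read-out basis: GFP/RFP fluorescence ratio.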
Rpn11 inh: blocks the human proteasome subunit Rpn11. AID 588493. O00487. 360,000 tested, 0.59% active. human 26S proteasome, Ub4-pepOG fluorescence polarization; 20S core pre-blocked with epoxomicin. calls only at 20 µM;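 active = inhibition at 20 µM, scaled to each plate's controls, above about 33%, limit read from the data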
Rin1 Abl inh: inhibitors of human Rin1-Abl protein interaction; P00519+Q13671; TR-FRET Rin1/Abl binding, biochemical; inhibition, % at 7.35 µM; 360,000 tested, 0.4% active; in the data active = inhibition above about 5%, passing the limit was not always enough
Starred values were filed as active, the others as inactive; i = inactive; x = not tested or not shown.

SMILES	MsrA act	MsrA inh	CSN deneddyl inh	MLLE-PAM2 inh	E coli Lon inh	FAS TE block	MT1-MMP act inh	Rpn11 inh	Rin1 Abl inh
CC(C)(C)c1ccc(S(=O)(=O)NC(=O)C2(C)CCN2C(=O)Cc2cccc3ccccc23)cc1 (configuration not stated)	-0.2	-0.4	1.4	6.3	-14.0	-6.1	2.3	i	-4.6
O=C(NNc1nc2c(F)cccc2s1)c1ccc(F)cc1	-3.5	-0.9	4.3	-110.4	-1.2	-12.9	-1.6	i	-2.0
Oc1ccccc1C=NC1CCCCC1N=Cc1ccccc1O (configuration not stated)	-2.8	-0.4	-4.1	-0.5	-3.7	-14.3	0.3	i	1.8
O=C(NCc1ccc(F)cc1)c1cc(C2CCCN(C(=O)CCCc3ccccc3)C2)on1 (configuration not stated)	-3.1	2.1	0.8	-1.0	-4.7	9.3	-5.9	i	-0.5
CC(C)(CNC(=O)c1cccc(S(=O)(=O)N2CCCCC2)c1)N1CCOCC1	-6.0	0.5	-3.5	-1.5	-7.6	-8.1	-4.0	i	1.3
O=C(COc1ccc(-n2ccnc2)cc1)Nc1cccc(Cl)c1	0.5	0.2	-9.2	0.3	4.1	4.8	-3.4	i	0.7
COc1cccc(C(=O)Nc2ccccc2C(=O)NC2CC2)c1	-0.6	0.9	-1.6	-0.1	-13.3	-3.1	-3.1	i	0.8
COc1ccc(/C=N/OCC(=O)NC(c2ccccc2)c2ccccc2)c(OC)c1	-2.1	-0.3	0.2	10.6	3.0	28.5	-11.3	i	-2.2
O=C(CCCn1c(=O)[nH]c2cc(Cl)ccc2c1=O)N1CCN(c2ccc([N+](=O)[O-])cc2)CC1	2.7	0.2	-4.3	-12.5	-0.8	19.7	17.0	i	1.6
CN(C(=O)COC(=O)CNC(=O)C1CCCCC1)c1ccccc1	-5.5	-0.2	-0.8	-5.7	-9.1	-9.2	-1.0	i	1.1
CC(=O)c1ccc(Nc2ccc(-c3ccccc3C)nn2)cc1	-14.0	2.1	1.6	-38.5	-12.1	-7.9	1.3	i	-1.4
Cc1cc([N+](=O)[O-])ccc1NC(=O)CSc1nncn1-c1ccccn1	-0.4	-0.7	0.5	-0.4	5.3	1.6	1.3	i	0.8
Cc1ccc(O)c(CNc2ccccn2)c1	-1.8	1.9	-1.8	1.0	-4.7	-4.6	4.2	i	-0.2
Oc1ccccc1Nc1nc(NCC2CCCO2)c2ccccc2n1 (configuration not stated)	-2.3	1.1	-0.5	-4.9	4.1	-0.3	5.0	i	-2.5
CCN(CCn1cccn1)C(=O)CCc1nnc(CCc2ccccc2OC)o1	-3.7	-0.7	6.7	0.3	0.1	-9.8	-0.7	i	6.8
O=C(Nc1ccccc1O)C(c1ccccc1)c1ccccc1	-2.0	0.9	1.4	-4.3	-1.0	-0.2	-3.0	i	-0.7
COc1ccc2nc(NC(=O)CSC(C)C(=O)Nc3cc(C)on3)sc2c1 (configuration not stated)	-6.1	1.0	3.7	14.2	-18.1	-5.2	2.5	i	6.1
O=C(Nc1cc([N+](=O)[O-])ccc1Cl)c1ccc2c(c1)OCO2	-3.3	-1.1	1.4	-4.8	-2.7	4.1	5.8	i	4.1
Cc1cccc(NC(=S)NC(=O)/C=C/c2ccccc2)n1	-0.8	2.2	-2.3	12.2	3.9	-2.1	5.1	i	2.8
Cc1ccc(CSCC(=O)Nc2ccccc2C(=O)O)cc1	-0.4	-0.4	4.7	7.1	5.7	-4.9	1.5	i	0.7
O=S(=O)(NC1CCCC1)c1ccccc1Cl	0.2	-0.9	-7.2	15.3	4.2	-5.3	0.8	i	-1.1
O=C(Nc1cccc(NC(=O)c2ccco2)c1)c1ccccc1	-2.9	-0.2	-0.8	7.8	-4.4	-1.3	-2.9	i	-1.8
CC(C)(C)C(=O)N1CCN(c2nc3ccc(Br)cc3s2)CC1	-0.9	0.0	-5.1	-0.2	2.7	2.5	-5.4	i	7.2
COc1ccc(/C=N/N2C(C)CCCC2C)cc1OC (configuration not stated)	0.1	-1.0	4.9	0.4	4.5	-3.3	-0.5	i	-0.1
C[C@]12C(=O)N(c3ccccc3)C(=O)N1[C@H]1c3ccccc3OC[C@@H]1[C@H]2c1ccccc1	-3.7	-0.8	0.1	-2.8	-3.9	79.1*	2.7	i	0.6
The results go on:
SMILES	MsrA act	MsrA inh	CSN deneddyl inh	MLLE-PAM2 inh	E coli Lon inh	FAS TE block	MT1-MMP act inh	Rpn11 inh	Rin1 Abl inh
COCC1CCCCN1C(=O)c1cc(COc2ccc3ncccc3c2)on1 (configuration not stated)	-3.0	0.2	-3.6	0.4	-6.9	-3.4	3.0	i	-2.1
Cc1cc(C(=O)NNC(=O)c2ccc(C(F)(F)F)cc2)no1	-0.4	-0.5	0.9	-3.1	-3.5	-6.9	-5.1	i	-0.5
COc1ccccc1-n1cc([C@@H]2C[C@H]3CN(c4ccccc4)C(=O)[C@]34CCCN24)cn1	-3.8	1.0	54.4*	-92.9	-30.9	-28.7	-29.5	x	-3.6
Cc1ccc(C(=O)COC(=O)COc2ccccc2[N+](=O)[O-])s1	-1.7	1.1	5.4	-8.4	4.2	1.7	-0.7	i	-4.3
COc1ccc(NC(=O)COc2cccc(-n3cnnn3)c2)cc1Cl	-2.2	-0.6	4.3	-10.8	-12.0	8.8	-0.9	i	-0.8
O=C(CNC(=O)c1ccco1)OCC(=O)c1ccccc1Cl	-3.3	-0.1	-0.1	11.1	6.9	-6.3	-0.7	i	-1.6
COc1ccc(C2CC(c3ccccc3)=NN2c2ccc(C(N)=O)cc2)cc1 (configuration not stated)	-2.6	1.7	-1.0	0.4	11.1	19.0	-5.5	i	-2.1
Cc1onc(-c2c(F)cccc2Cl)c1C(=O)N1CCSCC1	-1.9	-0.3	-3.6	-2.1	-9.9	-5.1	3.2	i	-3.0
C=CCC[C@@H](Cc1ccc(F)cc1)C(=O)OC[C@H](Cc1c[nH]c2ccccc12)NC(=O)[C@@H](CC=C)CC(=O)N[C@@H](CO)Cc1ccccc1	-1.2	0.6	-5.0	-23.1	1.5	14.1	3.7	i	0.8
Cc1sc(NC(=O)CSC2=NCCS2)nc1-c1ccccc1	0.0	-0.8	-1.1	9.0	0.7	-2.1	-1.6	i	-1.1
COc1ccc(OC(C)C(=O)NCCC2=CCCCC2)cc1 (configuration not stated)	-4.2	0.2	-13.5	10.6	-7.7	0.3	2.6	i	-0.8
CCCCn1nc2cc(C(=O)N[C@H](C)C3CCCCC3)ccc2c1OCC	1.7	-0.9	-0.1	-3.8	-16.8	-4.1	4.4	i	1.7
COC(C[C@H](O)C[C@H](O)COCc1ccccc1)OC	-0.2	-0.9	-4.1	-4.6	1.9	-2.3	2.6	i	0.5
CCN1CCN(c2ccc(N3CCN(S(=O)(=O)c4cc([N+](=O)[O-])ccc4C)CC3)nn2)CC1	-2.2	1.2	-2.8	6.3	-8.7	4.4	-1.8	i	-1.6
CSc1ccc(CCNC(=O)CN2C(=O)c3cccnc3Oc3ccc(C)cc32)cc1	-4.7	-1.5	2.7	-5.4	11.1	23.7	0.0	i	0.9
Cc1cccc(N(C(=O)CCC(=O)Nc2cccnc2)C(C(=O)NC2CCCC2)c2ccncc2)c1 (configuration not stated)	-3.4	-0.1	0.3	6.0	-5.8	-4.8	-2.2	i	-2.3
O=C(O)c1ccc(S(=O)(=O)c2ccc3c(c2)C(=O)N(NC(=O)c2ccc(O)cc2)C3=O)cc1	-1.7	-0.6	-4.3	-1.1	-7.4	-8.1	2.0	i	-3.1
CC(C)(C)c1cc(C(=O)NCc2cccnc2)ccn1	-12.7	-1.0	-1.9	-2.6	-2.0	-7.8	4.3	i	1.5
O=C(CCNC(=O)c1ccco1)NCc1ccccc1	-3.0	0.4	3.7	3.8	-3.5	-3.8	2.5	i	-3.0
Nc1nc(SCC(=O)Nc2ccc(Cl)cc2)[nH]c(=O)c1-c1ccccc1	-0.5	-0.1	-20.5	-15.8	2.7	-0.2	0.2	i	2.9
COc1ccccc1NS(=O)(=O)c1cccc(C(=O)N/N=C/c2ccc(N3CCOCC3)cc2)c1	-5.1	2.8	-0.7	-3.2	1.1	-4.7	-1.3	i	-5.3
CN(c1ccccc1C(=O)Nc1ccc2c(c1)OCO2)S(C)(=O)=O	-2.3	-0.6	2.8	1.7	-5.8	-9.1	-1.0	i	2.1
CCc1nnc(NS(=O)(=O)c2ccc(NC(=O)c3ccccc3C)cc2)s1	-6.3	-1.9	-1.9	2.9	-6.0	-5.4	0.5	i	-2.0
CC(=O)c1c(N)[nH]c(-c2ccccc2)nc1=S	0.6	x	-2.8	27.2	-8.4	-8.5	2.4	i	-0.6
C=CCn1c(CCNC(=O)c2cccs2)nnc1SCC(=O)Nc1cccc(F)c1	0.8	1.8	-0.4	3.2	-1.1	-3.9	-4.0	i	-3.3

Shown with two lines to a compound: 6 of the compounds above
Screens in order: MsrA act | MsrA inh | CSN deneddyl inh | MLLE-PAM2 inh | E coli Lon inh | FAS TE block | MT1-MMP act inh | Rpn11 inh | Rin1 Abl inh
> O=C(CNC(=O)c1ccco1)OCC(=O)c1ccccc1Cl
 : -3.3 | -0.1 | -0.1 | 11.1 | 6.9 | -6.3 | -0.7 | i | -1.6
> COc1ccc2nc(NC(=O)CSC(C)C(=O)Nc3cc(C)on3)sc2c1 (configuration not stated)
 : -6.1 | 1.0 | 3.7 | 14.2 | -18.1 | -5.2 | 2.5 | i | 6.1
> COc1ccc(NC(=O)COc2cccc(-n3cnnn3)c2)cc1Cl
 : -2.2 | -0.6 | 4.3 | -10.8 | -12.0 | 8.8 | -0.9 | i | -0.8
> CC(=O)c1c(N)[nH]c(-c2ccccc2)nc1=S
 : 0.6 | x | -2.8 | 27.2 | -8.4 | -8.5 | 2.4 | i | -0.6
> Cc1ccc(CSCC(=O)Nc2ccccc2C(=O)O)cc1
 : -0.4 | -0.4 | 4.7 | 7.1 | 5.7 | -4.9 | 1.5 | i | 0.7
> O=C(Nc1cc([N+](=O)[O-])ccc1Cl)c1ccc2c(c1)OCO2
 : -3.3 | -1.1 | 1.4 | -4.8 | -2.7 | 4.1 | 5.8 | i | 4.1

Following part:
SMILES	MsrA act	MsrA inh	CSN deneddyl inh	MLLE-PAM2 inh	E coli Lon inh	FAS TE block	MT1-MMP act inh	Rpn11 inh	Rin1 Abl inh
S=C(NCc1ccccc1)Nc1cccc(Cl)c1	2.7	1.0	4.4	-12.5	5.5	12.0	2.7	i	0.8
O=C(CSc1nc(=O)n(CCCN2CCOCC2)c2c1CCCC2)Nc1ccc(F)c(F)c1	-2.6	0.3	4.6	11.8	-3.3	1.3	2.4	i	-2.1
O=C(c1cncc(Br)c1)N1CCN(c2ccc([N+](=O)[O-])cc2)CC1	-6.2	1.3	-13.3	9.3	-3.0	3.3	2.8	i	-3.4
O=C(CCCl)N1CCN(c2nc(-c3ccccc3)cs2)CC1	-8.6	-0.5	0.2	33.6	-8.6	8.6	2.7	i	3.9
COc1ccc(/C=C(/NC(=O)c2ccc(OC)c(OC)c2)C(=O)NCCc2c[nH]c3ccccc23)cc1	-4.5	0.7	0.2	4.9	4.9	-3.1	-0.6	i	1.2
CC(=C/c1ccccc1)/C=N/NC(=O)CSc1nc(C)cc(C)n1	1.7	0.5	0.5	15.8	-8.2	12.2	0.5	i	-1.1
